Dicer inh: human Dicer pre-microRNA cleavage inhibition | cat-ELCCA pre-miR-21 Dicer processing, chemiluminescence; active compounds read high | z-score at 25 µM | hit rate 6% among 47,000; in the data active = z-score above about 3, passing the limit was not always enough;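 note: plate controls were vehicle for no effect and no enzyme for full effect; higher signal means more uncleaved substrate so more Dicer inhibition; strong numbers were not always called active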
Target sequence (Q9UPY3 whole entry, looked up): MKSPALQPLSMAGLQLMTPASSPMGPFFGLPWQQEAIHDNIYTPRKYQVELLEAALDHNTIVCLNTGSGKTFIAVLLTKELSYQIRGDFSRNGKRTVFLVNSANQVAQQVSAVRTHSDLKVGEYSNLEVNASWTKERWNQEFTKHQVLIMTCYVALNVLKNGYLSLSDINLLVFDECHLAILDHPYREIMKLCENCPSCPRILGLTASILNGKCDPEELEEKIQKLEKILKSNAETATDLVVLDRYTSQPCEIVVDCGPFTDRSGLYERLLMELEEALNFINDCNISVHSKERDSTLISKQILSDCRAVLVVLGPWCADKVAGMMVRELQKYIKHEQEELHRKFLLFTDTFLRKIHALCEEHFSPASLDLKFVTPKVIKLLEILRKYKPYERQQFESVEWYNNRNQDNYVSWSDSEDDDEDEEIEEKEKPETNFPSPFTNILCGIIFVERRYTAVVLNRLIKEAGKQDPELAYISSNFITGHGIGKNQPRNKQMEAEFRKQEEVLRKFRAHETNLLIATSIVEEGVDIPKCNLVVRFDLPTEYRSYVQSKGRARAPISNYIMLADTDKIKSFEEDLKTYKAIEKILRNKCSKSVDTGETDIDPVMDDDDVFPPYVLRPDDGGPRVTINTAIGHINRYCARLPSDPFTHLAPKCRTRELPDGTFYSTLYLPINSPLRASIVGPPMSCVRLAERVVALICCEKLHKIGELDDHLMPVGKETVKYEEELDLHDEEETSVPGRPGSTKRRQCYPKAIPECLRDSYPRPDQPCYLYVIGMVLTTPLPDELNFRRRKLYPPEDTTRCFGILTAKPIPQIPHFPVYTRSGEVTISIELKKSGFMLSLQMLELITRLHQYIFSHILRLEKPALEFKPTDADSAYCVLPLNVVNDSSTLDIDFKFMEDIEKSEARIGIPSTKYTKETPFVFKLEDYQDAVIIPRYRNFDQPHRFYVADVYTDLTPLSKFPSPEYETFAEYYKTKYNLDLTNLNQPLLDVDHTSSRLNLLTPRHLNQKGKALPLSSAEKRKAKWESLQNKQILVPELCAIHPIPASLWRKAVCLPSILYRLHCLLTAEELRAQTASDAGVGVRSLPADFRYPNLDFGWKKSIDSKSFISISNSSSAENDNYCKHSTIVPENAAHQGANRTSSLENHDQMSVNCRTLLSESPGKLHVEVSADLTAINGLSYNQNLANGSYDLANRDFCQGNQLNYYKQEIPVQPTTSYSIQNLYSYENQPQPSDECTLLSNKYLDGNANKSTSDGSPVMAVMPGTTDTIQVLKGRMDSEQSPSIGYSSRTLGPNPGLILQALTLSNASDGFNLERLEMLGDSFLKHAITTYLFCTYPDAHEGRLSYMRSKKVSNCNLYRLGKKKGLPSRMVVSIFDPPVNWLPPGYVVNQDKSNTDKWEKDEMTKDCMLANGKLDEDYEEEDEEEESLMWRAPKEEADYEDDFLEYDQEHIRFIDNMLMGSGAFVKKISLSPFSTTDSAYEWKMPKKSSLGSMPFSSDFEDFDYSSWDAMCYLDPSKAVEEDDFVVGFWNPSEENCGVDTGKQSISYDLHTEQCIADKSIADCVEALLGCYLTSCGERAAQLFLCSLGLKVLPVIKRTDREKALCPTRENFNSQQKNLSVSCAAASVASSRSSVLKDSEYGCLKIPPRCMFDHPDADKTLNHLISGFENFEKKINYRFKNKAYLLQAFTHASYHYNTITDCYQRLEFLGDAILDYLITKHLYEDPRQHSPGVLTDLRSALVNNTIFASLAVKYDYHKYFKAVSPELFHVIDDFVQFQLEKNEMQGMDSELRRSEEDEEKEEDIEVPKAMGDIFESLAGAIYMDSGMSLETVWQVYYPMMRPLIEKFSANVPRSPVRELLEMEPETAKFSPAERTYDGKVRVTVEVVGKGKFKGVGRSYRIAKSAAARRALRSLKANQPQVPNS
The depositor's hits bear a star; & = joins results of further samples. Some of the compounds tested. The share of hits here may be higher or lower than overall.

SMILES	Dicer inh
O=S(=O)(c1ccc(Cl)cc1)n1nc(C(F)(F)F)c2cnccc21	0.3
CCOCCCNc1nc(-c2ccccc2)nc2ccccc12	2
O=C(c1ccco1)c1cn(CCOc2ccccc2)c2ccccc12	-0.39
O=C1C=CC(=O)C(CCC2=CC(=O)C=CC2=O)=C1	0.71
CCc1nn2cc(-c3ccc(Cl)cc3)nc2s1	-0.63
COCCCNc1ccc([N+](=O)[O-])c(NCCCOC)c1C#N	-0.36
C=CCOC(=O)C1=C(C)NC2=C(C(=O)CCC2)C1c1cccc(Cl)c1 (configuration not stated)	-0.37
ON=C(c1cccs1)c1cccs1	-0.66
Cc1nn(-c2ccccc2)nc1C(=O)Nc1cccnc1Oc1ncnc2cc(Cl)ccc12	1.2
CCOC(=O)c1c(CS(=O)(=O)Cc2ccc(Cl)cc2)oc2c(F)c(F)c(F)c(F)c12	1.4
CSc1nnc2c(n1)OC(c1ccccc1)Nc1ccc(Br)cc1-2 (configuration not stated)	0.93
Cn1nc(OC(C)(C)C(=O)Nc2ccc(Cl)cc2Cl)cc1C(F)(F)F	-1
CCOC(=O)/C(C#N)=C/Nc1ccc2oc(=O)c(NC(C)=O)cc2c1	-1.7
N#Cc1c(-c2cccs2)oc(-n2cccc2)c1-c1cc(Br)cs1	-1.4
O=C1OC(c2ccccc2)=N/C1=C/C=C/c1ccccc1	0.41
Cn1ncc2c(c(S(=O)(=O)Cc3ccc(Cl)cc3Cl)nn2C)c1=O	-0.82
Cn1c(=O)c2c(nc3n(-c4ccc(O)cc4)c(-c4ccc(Cl)cc4)cn23)n(C)c1=O	-0.68
CCCCOc1ccccc1C1C(C(=O)OC(C)C)=C(C)NC2=C1C(=O)CCC2 (configuration not stated)	-0.53
CC(=O)OCC(=O)[C@@]1(O)[C@H](C)CC2C3CCC4=CC(=O)C=CC4(C)C3=CCC21C (some centres not stated)	0.39
Cc1ccc(C)n1-c1cccc2ccccc12	-1.9
COC(=O)c1cnc(N2CCN(c3ncc(C(=O)OC)c(C(F)(F)F)n3)CC2)nc1C(F)(F)F	-0.64
O=C(O)c1ccc(COc2cccc(Cl)c2)o1	0.63
c1ccc2c(c1)CCCC2C1=NCCN1 (configuration not stated)	-0.2
NC(N)=NCc1cccc(I)c1	-0.7&0.54
COc1cccc(C2c3c(oc4ccccc4c3=O)C(=O)N2c2nncs2)c1 (configuration not stated)	0.31
CCn1cc(C(=O)N(C)c2ccc(Cl)cc2)c(C(F)(F)F)cc1=O	-0.4
COc1cc(Cl)c(NC(=O)c2ccc(Cl)cc2)c(Cl)c1	0.45
O=c1c2c(nc(NCCCO)n1Cc1ccccc1)-c1ccccc1CC21CCCC1	2.3
O=C(Nc1ccccc1)c1cccc(Cn2cc(C(F)(F)F)ccc2=O)c1	0.86
Cc1cc(C)c2c(c1)-c1cc(C)nn1C(c1ccc(O)cc1O)N2 (configuration not stated)	1.4
CN(C)C(=O)c1ccc(-c2cc(C(F)(F)F)nn2C)s1	-0.27
COCCOC(=O)c1c(C)oc2ccc(OCC(=O)OC)cc12	0.81
CC1=CC(C)(C)N(C(=O)Nc2ccccc2)c2c(C)cc(C)cc21	1.5
Cc1ccc(S(=O)(=O)NC(=O)N2CCCC2)cc1	2.5
Cc1ccccc1-c1nc2c3c4c(sc3ncn2n1)CCCC4	0.26
COC(=O)c1ccc(N2CCc3cc4ccc(C)cc4nc32)cc1	3*
N#Cc1cccnc1NNC(=O)Nc1ccccc1F	-0.46
CC1=C(C(=O)OCC2CCCO2)C(c2c(F)cccc2Cl)C2=C(CC(C)(C)CC2=O)N1 (configuration not stated)	0.78
Cn1cc(S(=O)(=O)Nc2ccccc2N2CCOCC2)c(C(F)(F)F)n1	0.25
Cc1ccc(OCc2nc(C#N)c(NCCCn3ccnc3)o2)cc1	1.4
Cc1cccn2cc(-c3cccc(S(=O)(=O)N4CC(C)OC(C)C4)c3)nc12 (configuration not stated)	-0.05
O=C(CSc1nnnn1-c1ccc(O)cc1)c1ccc(F)cc1	0.99
COc1ccc(-c2cc(SC)n[nH]2)cc1	0.8
O=C(/C=C/C=C/c1ccc2c(c1)OCO2)N1CCCCC1	0.85
Cc1nc(-c2cc(C#N)c(Sc3ccccc3)nc2C)cs1	-1.5
O=[N+]([O-])c1cc(Br)cnc1Sc1n[nH]c(-c2ccccc2)n1	-0.34
CCCCCc1ccc(C(=O)CCC(=O)O)cc1	-0.19
C/C(=N\N=C(/N)SCc1cc(F)cc2c1OCOC2)c1ccc(C)nc1	-1.3
COc1ccc(Nc2sc(C(C)=O)cc2[N+](=O)[O-])cc1	1.4
CCN(C(=O)c1sc(NC(=O)c2cccs2)c(C#N)c1C)C1CCCCC1	-0.77

Continuation.
SMILES	Dicer inh
CN(C)S(=O)(=O)N(CC(=O)Nc1ccccc1F)c1ccccc1	2.4
C=CCN1C(=O)C2(/C(=C(/O)c3ccc(C)cc3)C(=O)C(=O)N2CCOC)c2ccccc21 (configuration not stated)	2.8
Cc1nc([N+](=O)[O-])c(Sc2nc3ccccc3n2C)n1Cc1ccccc1	-1.2
Cc1c(C#N)c(Sc2cccc(C(F)(F)F)c2)nc2ccccc12	-1.1
CC(C)c1cc(=O)c2c(=O)n(-c3ccccc3)[nH]c2[nH]1	-1.4
Cn1c(C(=O)O)ccc1S(=O)(=O)N(Cc1ccccc1)Cc1ccccc1	-0.36
Cn1cc(C(=O)c2ccc(Cl)cc2)cc1/C=C(\C#N)C(=O)c1ccc(Cl)cc1	0.1
O=C1CCCC(=O)C1C(c1ccc(-c2cc(C(F)(F)F)ccc2Cl)o1)C1C(=O)CCCC1=O	0.05
CC(C)(C)C(=O)/C(C#N)=C/c1c(Cl)cccc1Cl	-0.78
CCOC(=O)c1nc(C)sc1-c1ccnn1S(=O)(=O)c1ccc(Cl)cc1Cl	-0.68
NC(=O)C1CCN(C(=O)CCC(=O)O)CC1	3.5*
COc1cc(C(=O)N2CCOCC2)cc(OC)c1OC	1
O=C(Nc1nnc(SCCN2C(=O)c3ccccc3S2(=O)=O)s1)c1ccccc1	3.5*
CS/C(=C(/C#N)S(=O)(=O)C(C)C)N1CCCCC1	4.2*
CSc1cc(-c2ccc(Oc3ccccc3)cc2)nn1C(=O)c1ccccc1	0.1
Cc1ccc(-c2nc3cc(N)ccc3o2)cc1Cl	1.5
Cc1onc(-c2ccccc2)c1C(=O)Nc1c(O)c2cccc(C)c2oc1=O	-0.28
COCCOC(=O)C1=C(C)NC2=C(C(=O)CCC2)C1c1ccc(N(C)C)cc1 (configuration not stated)	0.64
CC1(C)CC(=O)c2ccc(OCC(=O)O)cc2O1	-0.65
N#Cc1c(S/C=C(\O)c2ccccc2)nc2c(c1C(F)(F)F)CCCC2	1.2
Cc1nn(Cc2n[nH]c(=S)o2)c(C)c1Br	1.3
COc1cc(Br)cc2cc(C(=O)O)c(=O)oc12	-0.41
C=CC(C)Sc1nc(C)c(Cc2ccc(F)cc2)c(=O)[nH]1 (configuration not stated)	-0.66
CCc1c2ccc(C)n2cc[n+]1CC(=O)c1ccccc1	0.09
COc1cccc2c(C)nc(NC3=NCN(CCc4ccccc4)CN3)nc12	-0.44

(listing goes on)
Molecule,Dicer inh
Cc1cc(Cl)cc2c1C(=O)/C(=C\c1cc(Br)cs1)S2,1
Cc1ccnc(NC(=O)CCC(=O)O)c1,0.53
CSc1ccc(C2N=C(N)Nc3nc4ccccc4n32)cc1 (configuration not stated),-1.5
CSc1n[nH]c(=O)n1-c1ccc2c(c1)OCCO2,-0.8
S=c1[nH]nc(-c2cccc3ccccc23)n1Cc1ccco1,0.42
CCC1CCCCN1Cc1c(C)[nH]c2ccc(Br)cc2c1=O (configuration not stated),1.1
CCOc1c(C)cc(S(=O)(=O)NCc2cccnc2)c(C)c1C,0.21
Nc1nc(N)c2c(Oc3ccc(F)cc3)cccc2n1,-0.65
Cc1ccc(S(=O)(=O)c2nc(-c3cccs3)oc2N2CCOCC2)cc1,-1.6
CCOC(=O)c1cnc(SCC(=O)N2CCc3ccccc32)nc1N,2.2
CCCN(CCC)CCSc1nc(O)c(C(C)C)c(=O)[nH]1,0.03
CCOc1ccc(-c2n[nH]c(=S)c3ccccc23)cc1,-0.71
O=c1[nH]cc(N2CCCCCC2)c(=O)[nH]1,-5.9
O=S(=O)(Cc1nc(-c2ccc3c(c2)OCCO3)cs1)c1ccccn1,-1.1
Cc1nc(C(F)(F)F)nc(Sc2cccc(C(F)(F)F)c2)c1C,1.6
C=CCSc1nnc(-c2ccco2)n1-c1ccc(OCc2ccccc2)cc1,-0.6
CCCCSc1sc(C(=O)OC)c(-c2ccc(Cl)cc2)c1C#N,-0.82
CO[C@H]1C[C@@H]2CC[C@@H](C)[C@@](O)(O2)C(=O)C(=O)N2CCCC[C@@H]2C(=O)OC([C@H](C)C[C@@H]2CC[C@@H](OC(=O)C(C)(CO)CO)[C@H](OC)C2)CC(=O)[C@H](C)/C=C(\C)[C@@H](O)[C@@H](OC)C(=O)[C@H](C)C[C@H](C)/C=C/C=C/C=C/1C (some centres not stated),-0.63
CCOC(=O)C1=C(C)N=C2SCCC(=O)N2C1c1ccccc1Cl (configuration not stated),0.08
COc1cc(C)c(C(C)C)cc1S(=O)(=O)N1CCN(c2ccc(F)cc2)CC1,0.78
Cc1ccsc1C1N=C(N)Nc2nc3ccccc3n21 (configuration not stated),-0.18
CCCCNc1cc(=O)n(C)c(=O)[nH]1,-0.37
CCOC(=O)c1ccc(N2CCCCC2)c(NC(=O)c2sc3ccccc3c2Cl)c1,-1.2
O=C1c2ccccc2S(=O)(=O)N1CCCCN1C(=O)c2ccccc2S1(=O)=O,-1
C=CCn1c(N)c(C(=O)N/N=C/c2ccc(Cl)cc2Cl)sc1=S,-0.68
O=C(Oc1ccccc1)c1cc2c(s1)-c1cc(Cl)ccc1SC2,0.17
O=C(NCc1ccc2c(c1)OCO2)c1cnn2c(C(F)F)cc(-c3ccccc3)nc12,2.6
Nc1ccc(S(=O)(=O)Nc2ccccn2)cc1,2.5
O=C(Oc1cccc2[nH]ccc12)c1ccc(C(F)(F)F)cc1,-0.51
Cn1nc([N+](=O)[O-])nc1Sc1nnc(-c2ccccc2Br)o1,-0.73
CC(C)CC(NC(=O)OC(C)(C)C)C(=O)NCc1ccccc1 (configuration not stated),0.85
COc1ccc(-c2nc3cc(N)ccc3o2)cc1OC,2.5
CC(C)(C)c1ccc(-c2cc3ncnc(Nc4ccccc4)c3s2)cc1,0.67
Cc1cc(=O)[nH]c(SCc2cn3c(C)cc(C)nc3n2)n1,2.8
CCN(CC)C(=S)Oc1c(Br)cc(Br)cc1Br,0.11
CC(C)(C)c1csc(N/N=C/c2cccs2)n1,-6.1
COc1ccc2c(c1)N(C(=O)CN1C(=O)C3CCCCC3C1=O)C(C)(C)C=C2C (configuration not stated),-1.4
Cc1nc(SCC2CC2)[nH]c(=O)c1Cc1ccc(Cl)c(Cl)c1,-0.96
Cc1nc(C(F)(F)F)ccc1-c1nnc(SCc2c(F)cccc2Cl)o1,-1.3
Fc1ccc(-c2cn3cccc(OCc4ccc(Cl)c(Cl)c4)c3n2)cc1,-0.76

Gathered by group: those above with a tert-butyl group (four)
Molecule,Dicer inh
CC(C)(C)C(=O)/C(C#N)=C/c1c(Cl)cccc1Cl,-0.78
CC(C)CC(NC(=O)OC(C)(C)C)C(=O)NCc1ccccc1 (configuration not stated),0.85
CC(C)(C)c1ccc(-c2cc3ncnc(Nc4ccccc4)c3s2)cc1,0.67
CC(C)(C)c1csc(N/N=C/c2cccs2)n1,-6.1

(listing goes on)
Molecule,Dicer inh
c1ccc(-c2nsc(NC3Cc4ccccc4C3)n2)cc1,0.72
CC(=O)Nc1nc(C)c(-c2csc(Nc3ccc(Cl)cc3)n2)s1,-1
CCOC(=O)COc1nc(-c2ccccc2)cc(C(F)(F)F)c1C#N,-0.83
CCc1cn[nH]c1-c1c(F)cccc1F,-0.13
Cc1noc(C)c1NC(=O)NC1Cc2ccccc2C1,0.06
Cc1ccnc(NC(=O)c2ccc(Cl)cc2[N+](=O)[O-])c1,-0.03
CC(C)Cc1ccc(C2=CC(c3ccc(C#N)cc3)C(C(N)=O)C(=O)N2)cc1 (configuration not stated),0.79
CC(C)CC(NCC(O)Cn1c2ccccc2c2ccccc21)C(=O)O (configuration not stated),-1.3
N#Cc1cnn(-c2ncnc3sc4c(c23)CCCC4)c1N,-0.69
CN(C)c1ccccc1CN1CCCN(Cc2ccccc2N(C)C)C1c1ccncc1,0.71
ONC(=Nc1ccc(Cl)c(Cl)c1)c1ccccc1,0.85
COc1ccc(CN2CCC(N3CCCCC3)CC2)cc1OC,0.7
CCOC(=O)c1c(F)c(F)c(S(C)(=O)=O)c(F)c1F,-0.42
CC(C)(C)c1cc(C(=O)Nc2nnc(C3CC3)s2)n(Cc2ccc(Cl)cc2Cl)n1,-0.37
Cc1cc(N)n2c(nc3ccccc32)c1C#N,-1.5
NC(=O)c1cnn2c(-c3cccc(C(F)(F)F)c3)ccnc12,1.3
CC(C)(C)c1ccc(Oc2c(C(F)(F)F)oc3c(CN4CCOCC4)c(O)ccc3c2=O)cc1,-0.31
CCOC(=O)c1cnc(O/N=C/c2ccc(Cl)cc2Cl)nc1C(F)(F)F,-2.7
CCOC(=O)c1c(C)n(C)c2cc(Br)c(OC)cc12,-0.81
O=C1c2oc3ccccc3c(=O)c2C(c2ccc(F)cc2)N1c1nncs1 (configuration not stated),-0.78
O=C1CC(c2ccccc2F)Cc2nc(N3CCN(c4ccccc4)CC3)ncc21 (configuration not stated),-1.4
CCNC(=O)N(Cc1ccc(Cl)cc1)Cc1cccnc1,0.39
O=S(=O)(Nc1ccc(F)c(F)c1)c1ccc2c(c1)OCCO2,-0.32
CC1=C(C(=O)OC(C)C)C(c2ccc(O)cc2)C2=C(CC(c3ccccc3)CC2=O)N1 (configuration not stated),0.73

Quoted from the listing.
Dicer inh result of O=C1CC(c2ccccc2F)Cc2nc(N3CCN(c4ccccc4)CC3)ncc21 (configuration not stated) → -1.4
Dicer inh result of CC1=C(C(=O)OC(C)C)C(c2ccc(O)cc2)C2=C(CC(c3ccccc3)CC2=O)N1 (configuration not stated) → 0.73
Dicer inh result of O=S(=O)(Nc1ccc(F)c(F)c1)c1ccc2c(c1)OCCO2 → -0.32
Dicer inh result of CCNC(=O)N(Cc1ccc(Cl)cc1)Cc1cccnc1 → 0.39

Screening results from PubChem.
